Source: PubChem BioAssay
ARFGAP1 inhibitor = inhibitors of rat ARFGAP1 GAP activity, primary screen, biochemical, fluorescence polarization, GDP tracer | Arfgap1-stimulated ARF1 GTP hydrolysis, GDP FP detection | ADP-ribosylation factor GTPase-activating protein 1 (Rattus norvegicus), Q62848 | actives 0.26% (n = 360,000) | AID 651572, 2012 | inhibition, % at 16.5 µM;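 active = inhibition above a per-plate limit, mean inhibition of low control wells plus 3 SD, cut at about 25% in these data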;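 note: 0% = DMSO wells with enzyme and 100% = wells lacking Arfgap1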
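Assay system: Rat Arfgap1 GAP domain (His6, aa 1-136), purified enzyme | Buffer or medium: HEPES 25 mM pH 7.5, NaCl 150 mM, MgCl2, DTT | Schedule: GTP hydrolysis reaction 2 h at 25 °C | Signal: FP of antibody-bound GDP Alexa 633 tracer, ex 620/em 688 nm | Measure: Percent inhibition of Arfgap1-stimulated GTP hydrolysis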
ABHD4 inh = ABHD4 inhibitors, primary screen, biochemical, fluorescence polarization, mouse; (Lyso)-N-acylphosphatidylethanolamine lipase (Mus musculus), Q8VD66; purified mABHD4, FP-Rh probe fluorescence polarization; inhibition, % at 8.92 µM; actives 0.54% (n = 370,000);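 active = inhibition exceeding the mean over every tested compound plus 3 SD, cut at about 30% in these data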;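 note: 0% = plate median of compound wells and 100% = S159A mutant with DMSO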
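Test system: mABHD4 protein; Read-out basis: % inhibition; Incubation: 45 min + 60 min at 25 °C; Repeats: single replicate; Technique: fluorescence polarization with parallel and perpendicular emission, 525/598 nm; Compound: 8.92 µM, single dose; Benchmarks: full inhibition S159A mutant plus DMSO, zero as sample-well median.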
HTRA1 inh = HTRA1 serine protease inhibitors, primary screen, biochemical, fluorescence polarization, HTS; inhibition, % at 5.96 µM; actives 0.5% (n = 340,000); recombinant HTRA1, FP-rhodamine activity-based probe; Q92743; in the data active = inhibition above about 36%;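 note: 0% = enzyme with DMSO and 100% = wells lacking enzyme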
ASAP1 inh = inhibitors of human ASAP1 ArfGAP activity, primary screen, biochemical, fluorescence polarization. ASAP1-stimulated ARF1 GTP hydrolysis, GDP FP detection. inhibition, % at 16.5 µM. actives 0.19% (n = 360,000); in the data active = inhibition above about 25%;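 note: 0% = vehicle with enzyme and substrate and 100% = no enzyme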
GC-B act = human GC-B receptor activators, primary screen, HEK293 GC-B cells, cGMP TR-FRET, EC30 CNP; Atrial natriuretic peptide receptor 2 (Homo sapiens), P20594; actives 0.11% (n = 370,000); activation, % at 10 µM; 0% at EC30 CNP, 100% saturating CNP;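 active = activation at 10 µM reaching about 35% in either raw or pattern-adjusted values, limit read from the data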
NR1D1 modulator = modulators of Rev-erb alpha DNA binding, primary screen, biochemical, FITC-DNA, fluorescence polarization, uHTS; Rev-erbα–FITC-DNA binding, 90 min; activity, % at 10 µM; actives 0.79% (n = 370,000); AID 1259318, 2017;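 active = activity above about 14%, limit read from the data; passing the limit was not always enough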;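 note: 0% = DMSO wells with 35 nM protein and 100% = DMSO wells with 750 nM protein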
rCAG binder = binders of r(CAG) RNA repeats, primary screen, biochemical, fluorescence. r(CAG) RNA repeat, TO-PRO-1 dye displacement fluorescence. inhibition, % at 3 µM. actives 1.3% (n = 370,000). AID 651821, 2012;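 active = inhibition above the plate cutoff, the mean of all test compounds on that plate plus 3 SD, cut at about 35% in these data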;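 note: 0% = DMSO alone and 100% = 100 µM mitoxantrone as full dye displacement; higher means more dye released from RNA so lower well fluorescence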
SMARCA2 activ = SMARCA2 (BRM) function activators, primary screen, cell-based, luminescence, high throughput. MG213 cells, MMTV-luciferase reporter, dexamethasone, overnight. activation, % at 9.1 µM. actives 1% (n = 370,000); in the data active = activation above about 7.8%;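 note: 0% = vehicle wells and 100% = reference activator wells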
GC-A act = GC-A stimulated cGMP production enhancers – HEK293 GC-A cells, cGMP TR-FRET, EC30 ANP, primary screen; actives 0.14% (n = 370,000); AID 1671463, 2021; 0% at EC30 ANP, 100% saturating ANP; activation, % at 10 µM; in the data active = activation above about 40%
Target sequence (P16066 whole entry, looked up): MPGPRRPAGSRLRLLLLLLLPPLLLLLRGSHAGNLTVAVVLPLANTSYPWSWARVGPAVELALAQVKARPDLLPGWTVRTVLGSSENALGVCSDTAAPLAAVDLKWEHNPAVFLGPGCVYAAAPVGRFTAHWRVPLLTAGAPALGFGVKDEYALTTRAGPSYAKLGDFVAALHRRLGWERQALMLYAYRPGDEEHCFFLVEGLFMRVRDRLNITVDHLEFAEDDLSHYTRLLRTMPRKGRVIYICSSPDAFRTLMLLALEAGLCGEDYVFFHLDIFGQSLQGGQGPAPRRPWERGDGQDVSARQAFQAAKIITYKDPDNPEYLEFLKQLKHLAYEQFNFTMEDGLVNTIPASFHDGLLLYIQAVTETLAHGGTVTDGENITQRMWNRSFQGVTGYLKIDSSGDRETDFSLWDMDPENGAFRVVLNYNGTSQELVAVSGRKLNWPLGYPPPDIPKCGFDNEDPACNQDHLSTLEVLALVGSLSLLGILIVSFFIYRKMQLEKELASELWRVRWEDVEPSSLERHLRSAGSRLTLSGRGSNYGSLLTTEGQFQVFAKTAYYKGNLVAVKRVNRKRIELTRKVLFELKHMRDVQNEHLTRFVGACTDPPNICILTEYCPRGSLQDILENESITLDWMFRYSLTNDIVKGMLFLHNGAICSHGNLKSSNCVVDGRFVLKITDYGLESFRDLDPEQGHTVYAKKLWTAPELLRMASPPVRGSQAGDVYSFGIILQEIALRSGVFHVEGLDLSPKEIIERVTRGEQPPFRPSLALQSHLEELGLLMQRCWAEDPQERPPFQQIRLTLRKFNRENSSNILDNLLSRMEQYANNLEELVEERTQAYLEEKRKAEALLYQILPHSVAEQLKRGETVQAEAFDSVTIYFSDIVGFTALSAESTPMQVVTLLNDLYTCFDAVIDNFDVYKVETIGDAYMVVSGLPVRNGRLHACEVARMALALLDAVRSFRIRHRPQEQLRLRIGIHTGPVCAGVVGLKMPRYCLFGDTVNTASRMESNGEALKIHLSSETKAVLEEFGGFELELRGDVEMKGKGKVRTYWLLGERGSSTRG
PG9 Ab binder = binders of HIV-1 gp120 antibody PG9, primary screen, biochemical, TR-FRET; HIV-1 gp120 / PG9 antibody interaction; TR-FRET gp120-PG9 antibody binding; inhibition, % at 6.7 µM; actives 0.43% (n = 360,000); AID 624416, 2012; in the data active = inhibition above about 8.5%
* = called active by the depositor; · = not tested or not shown.

SMILES	ARFGAP1 inhibitor	ABHD4 inh	HTRA1 inh	ASAP1 inh	GC-B act	NR1D1 modulator	rCAG binder	SMARCA2 activ	GC-A act	PG9 Ab binder
O=C(CN1CCN(C(=O)c2ccccc2)CC1)Nc1ccc(Cl)cc1F	0	10	7	9	-2	-2	-4	-1	0	3.8
CCCn1c(O)c(CN2CCCC(C)C2)c(C)c(C#N)c1=O (centres undefined)	3	8	3	-3	2	9	9	1	2	-2.5
O=C(CSc1nnc(-c2ccccc2)n1-c1ccccc1)Nc1ccccc1-c1ccccc1	·	-4	·	·	0	-1	1	-6	-10	·
CCOC(=O)C(=O)N(Cc1ccccc1)c1ccccc1C(=O)Nc1cc(OC)ccc1OC	·	-11	·	·	-14	-1	0	-5	-12	·
COc1cc(OC)cc(C(=O)N/N=C/c2ccc(OC)c(COc3ccc(F)cc3)c2)c1	11	-68	-62	2	-7	-1	14	-3	-7	-0.9
Cc1cc(C)cc(SCc2noc(C(=O)NC(C)C)c2C(=O)O)c1	12	-4	1	0	2	5	13	2	0	2.2
O=C(CNC(=O)c1ccccc1F)NCCc1ccc(Cl)cc1	-1	1	0	-7	-5	0	1	-1	-3	-2.4
CCN1CCN(C(c2cccs2)C(C)NC(=O)C(=O)N2CCCCC2)CC1 (centres undefined)	-4	-2	1	4	7	2	-3	0	1	-0.1
CC(=O)Nc1ccc(S(=O)(=O)N2CCN=C2SCc2ccccc2C)cc1	9	-3	-22	4	2	-1	8	-2	1	1.4
COc1ccc(S(=O)(=O)NCCS(=O)(=O)N2CCN(c3ccccc3)CC2)cc1	7	2	6	9	-1	11	2	-3	0	-0.1
CC1CCc2sc3ncnc(N4CCOCC4)c3c2C1 (centres undefined)	-12	-1	-3	10	5	0	-4	-1	2	-0.8
Cc1c(-c2ccc(Br)cc2)[n+](=O)c2c(n1[O-])CCCCC2	-11	1	·	-2	-3	1	-2	5	0	-3.2
O=C(COc1ccc2ccccc2c1)N/N=C/c1ccccn1	-10	-2	-3	0	1	0	0	2	1	0.9
Cc1ccc(S(=O)(=O)NC(=O)Nc2cc(C)ccc2F)cc1	-8	0	-2	-4	7	-2	6	-1	5	-0.3
COc1ccc([C@H]2N[C@]3(CCCN(Cc4ccc(F)cc4)C3=O)[C@H]3C(=O)N(Cc4ccccc4)C(=O)[C@@H]23)cc1	-1	4	-22	6	1	5	0	-3	0	-0.5
CC(C)N(c1nnc(N)s1)C(C)C	-1	3	4	-4	1	-2	-3	-1	2	-0.8
CCCCn1c(SCC(=O)Nc2cc(C)on2)nc2ccsc2c1=O	1	-4	1	-11	3	45*	2	3	26	-3.2
Cc1ccccc1NC(=S)N1CCCC(c2nc3ccccc3[nH]2)C1 (centres undefined)	3	5	10	2	10	-3	-1	-1	2	0.2
O=c1c2ccccc2nc(SCc2ccncc2)n1CC1CCCO1 (centres undefined)	7	7	7	-1	-2	2	-9	-2	-9	-1.2
O=C(c1ccc2[nH]c(=O)c(=O)[nH]c2c1)N1CCc2ccccc2C1	7	1	1	5	14	-3	-1	-1	12	1.6
Cn1c(=O)cc(OCC(=O)Nc2ccccn2)c2ccccc21	8	9	4	10	-11	2	1	-3	-7	1.0
CCN1CCN(C(=O)c2cccc(OC3CCN(S(C)(=O)=O)CC3)c2)[C@@H](C)C1=O	2	3	-1	3	3	-8	-5	-2	1	0.4
Cc1cc(Br)ccc1SCC(=O)OCC(=O)Nc1ccc2[nH]c(=O)[nH]c2c1	2	-1	12	-6	-2	-6	4	3	-3	-2.5
Cc1onc(-c2ccccc2)c1CNC(=O)Nc1ccc(F)cc1F	-5	-5	-11	-2	4	1	0	-4	-1	0.5
COc1cc(OC)cc(C(=O)NCC(=O)N2CCCCCCC2)c1	-11	3	5	7	1	-1	0	-3	-2	-0.2
CCOc1ccc(-n2c(SCC(=O)NCc3ccco3)nc3c(c2=O)SCC3)cc1	20	4	7	9	13	2	7	-2	-2	-0.8
Cc1nc(SCC(=O)c2cccc([N+](=O)[O-])c2)n[nH]1	-6	5	8	-2	7	-1	1	-2	3	-1.4
Fc1ccc(OCCCCN2CCOCC2)cc1	7	-1	-2	-8	-5	-5	-5	2	5	-0.5
O=C(COC(=O)c1ccccc1Nc1ccccc1)c1ccccc1	7	-10	-18	-7	-5	-2	4	-3	3	2.2
O=C(O)c1cccc(Nc2ncnc3c2cnn3-c2ccccc2)c1	-16	-19	-1	-8	5	6	6	4	1	-0.7
NS(=O)(=O)c1ccc(NC(=O)c2cccc(Cl)c2)cc1	8	-6	-1	0	-10	6	-1	-1	-3	-1.1
COc1ccccc1C(=O)NNC(=O)C(=O)NC1CCCCC1	13	2	-1	11	-3	-6	5	1	1	1.9
Cc1oc2cc3oc(=O)ccc3cc2c1C	8	-1	-4	13	2	5	5	1	-2	-0.1
Nc1c2c(nc3sc4c(c13)CCCC4)-c1ccccc1CC2	2	12	-11	8	-4	0	6	7	-8	1.1
O=C(CP(=O)(c1ccccc1)c1ccccc1)N1CCCCC1	7	3	-1	-3	0	0	-2	1	-3	0.8
Cc1cccc(-c2nnn(C/C(N)=N/O)n2)c1	3	0	2	5	3	5	2	1	2	1.9
CC(OC(=O)c1nn(C)c(=O)c2ccccc12)C(=O)NCc1ccc2c(c1)OCO2 (centres undefined)	0	-10	1	-7	-10	-3	1	-2	-5	0.6
Cc1ccc(OCC(=O)Nc2ccc(S(=O)(=O)N(C)C3CCN(C)CC3)cc2)c(C)c1	3	-3	-1	10	0	-3	-7	0	1	0.6
CCc1ccc2c(c1)NC(=O)C2(C)Cc1ccc(OC(F)(F)F)cc1 (centres undefined)	8	-12	·	7	-5	5	-2	-6	-2	-0.5
C=CCn1c(SCC(=O)NCC2CCCO2)nc2sc(CC)cc2c1=O (centres undefined)	5	3	7	21	-13	4	-3	5	-3	-1.7
Cc1cccc(NC(=O)CN2C(=O)N/C(=C\c3cccn3-c3cccc(C(=O)O)c3)C2=O)c1	13	0	-11	-2	-3	-3	33	2	1	-3.6
COc1ccc(OC)c(C(=O)c2ccc(C(=O)Nc3cccc4ccccc34)cc2)c1	3	0	4	-4	-2	1	5	-2	5	0.0
Cc1ccc(-c2noc(CN(C(=O)CCN3C(=O)c4ccccc4C3=O)C(C)C)n2)cc1	-6	3	-12	1	-3	3	-10	-1	5	0.3
Cn1c(SCc2ccccn2)nnc1-c1ccccc1	-14	-1	3	-2	1	-6	-2	2	2	-0.7
CCSc1nc2c(c(=O)[nH]1)C(c1ccncc1)C(C(=O)OC)=C(C)N2 (centres undefined)	5	-3	7	-1	-4	5	-1	-2	-3	-1.0
COC(=O)[C@@H](NC(=O)Nc1ccccc1F)C(C)C	6	-10	0	-1	2	-5	-1	-1	2	-1.3
COc1cc2cc(CN(C(=O)NC3CCCCC3)C3CCCC3)c(=O)[nH]c2cc1OC	2	0	-2	-5	1	0	-1	-4	1	1.6
O=C(CCCN=C1NS(=O)(=O)c2ccccc21)OCC(=O)N1CCc2ccccc21	-9	2	-4	-10	-13	-1	6	-1	-1	-0.2

Taken from above for reference:
SMILES	ARFGAP1 inhibitor	ABHD4 inh	HTRA1 inh	ASAP1 inh	GC-B act	NR1D1 modulator	rCAG binder	SMARCA2 activ	GC-A act	PG9 Ab binder
Cc1oc2cc3oc(=O)ccc3cc2c1C	8	-1	-4	13	2	5	5	1	-2	-0.1
Nc1c2c(nc3sc4c(c13)CCCC4)-c1ccccc1CC2	2	12	-11	8	-4	0	6	7	-8	1.1
O=C(CP(=O)(c1ccccc1)c1ccccc1)N1CCCCC1	7	3	-1	-3	0	0	-2	1	-3	0.8
Cc1cccc(-c2nnn(C/C(N)=N/O)n2)c1	3	0	2	5	3	5	2	1	2	1.9
CC(OC(=O)c1nn(C)c(=O)c2ccccc12)C(=O)NCc1ccc2c(c1)OCO2 (centres undefined)	0	-10	1	-7	-10	-3	1	-2	-5	0.6
Cc1ccc(OCC(=O)Nc2ccc(S(=O)(=O)N(C)C3CCN(C)CC3)cc2)c(C)c1	3	-3	-1	10	0	-3	-7	0	1	0.6

Fetched by structure from the list above:
SMILES	ARFGAP1 inhibitor	ABHD4 inh	HTRA1 inh	ASAP1 inh	GC-B act	NR1D1 modulator	rCAG binder	SMARCA2 activ	GC-A act	PG9 Ab binder
Nc1c2c(nc3sc4c(c13)CCCC4)-c1ccccc1CC2	2	12	-11	8	-4	0	6	7	-8	1.1
O=C(CCCN=C1NS(=O)(=O)c2ccccc21)OCC(=O)N1CCc2ccccc21	-9	2	-4	-10	-13	-1	6	-1	-1	-0.2
